Screens as filed in PubChem.
pPAFAH FP inh: inhibitors of human plasma PAF acetylhydrolase (pPAFAH); recombinant pPAFAH, FP-rhodamine probe fluorescence polarization; inhibition, % at 3.39 µM; actives 1.5% (n = 330,000);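 active = inhibition above the mean inhibition across the screen plus 3 SD, cut at about 25% in these data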;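 also: inhibitors block binding of the rhodamine activity-based probe so polarization drops; 0% = enzyme with DMSO and 100% = wells lacking pPAFAH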
PAFAH1B2 inh: blocks human PAF acetylhydrolase 1b catalytic subunit 2; AID 492953; P68402; inhibition, % at 3.39 µM; recombinant PAFAH1B2, FP-rhodamine activity probe, fluorescence polarization; actives 1.2% (n = 340,000);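 active = inhibition above the mean of all tested compounds plus 3 SD, cut at about 24% in these data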;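 also: 0% = enzyme with DMSO and 100% = wells lacking PAFAH1B2; many of its hits are not listed in these tables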
Target sequence (P68402 whole entry, looked up): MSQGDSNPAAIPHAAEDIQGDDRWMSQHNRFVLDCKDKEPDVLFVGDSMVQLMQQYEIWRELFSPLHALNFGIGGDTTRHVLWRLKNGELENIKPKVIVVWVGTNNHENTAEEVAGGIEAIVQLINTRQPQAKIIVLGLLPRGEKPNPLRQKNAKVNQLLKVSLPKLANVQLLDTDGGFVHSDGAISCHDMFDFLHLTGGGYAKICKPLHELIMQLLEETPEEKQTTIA
AHR activator: human AHR activation. AHR-responsive luciferase reporter cells, luminescence. actives 2.5% (n = 320,000). activation, % at 5 µM; in the data active = activation above about 47%;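 also: 0% = vehicle wells and 100% = reference agonist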
Bcl-xL primary: Bcl-xL (human) inhibition | Q07817 | GST-Bcl-xL / FITC-Bim BH3 peptide fluorescence polarization | inhibition, % at 10.9 µM | actives 0.7% (n = 320,000) | AID 2129;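 active = inhibition above the mean of all tested compounds plus 3 SD, cutoff set per campaign, cut at about 30% in these data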;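 also: 0% = DMSO wells and 100% = unlabeled Bim-BH3 peptide competitor; inhibitors lower millipolarization by displacing the labeled peptide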
Target sequence (Q07817 whole entry, looked up): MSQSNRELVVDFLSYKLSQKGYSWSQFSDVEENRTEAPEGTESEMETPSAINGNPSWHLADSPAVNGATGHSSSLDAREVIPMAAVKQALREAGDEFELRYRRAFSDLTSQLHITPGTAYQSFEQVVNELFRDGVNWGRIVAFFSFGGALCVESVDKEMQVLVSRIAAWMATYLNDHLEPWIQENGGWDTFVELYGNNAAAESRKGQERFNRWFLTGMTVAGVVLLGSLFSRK
MEX-5 binding: C. elegans MEX-5 TCR-2 RNA binding activity; activity score (negative = inhibition of binding), % at 10 µM; AID 1832; Q9XUB2; MEX-5/FITC-TCR2 RNA binding, fluorescence polarization; active compounds read low; actives 0.38% (n = 300,000);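 active = inhibition past about -25% in most replicates, and total fluorescence under double the plate's negative control median, limit read from the data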;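 also: 0% = DMSO and -100% = 5 µM competing unlabeled TCR2 RNA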
PME-1 inh: PME-1 (human) inhibition; actives 0.53% (n = 320,000); inhibition, % at 5.9 µM; AID 2130; recombinant PME-1, FP-Rh probe fluorescence polarization; Q9Y570;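 active = inhibition above the campaign mean of all compounds plus 3 SD, cut at about 26% in these data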;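 also: competitive labeling of PME-1 active site by serine hydrolase directed probe; 0% = PME-1 with DMSO and 100% = wells lacking PME-1 enzyme; inhibitors block probe labeling so polarization falls and inhibition rises; many of its hits are not listed in these tables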
Fam108B counter: Fam108B inhibition, counter-screen for RBBP9 inhibitors. recombinant Fam108B, FP-Rh probe fluorescence polarization. inhibition, % at 9.51 µM. actives 0.33% (n = 300,000);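 active = inhibition above the screen mean inhibition plus 3 SD, computed separately per campaign, cut at about 18% in these data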;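 also: inhibitors lower polarization as less probe binds the enzyme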
GLD-1 RNA inh: GLD-1-TGE RNA interaction inhibition (C. elegans) | Q17339 | purified GLD-1 + fluorescein TGE RNA, fluorescence polarization | inhibition, % at 5.96 µM | actives 0.44% (n = 320,000);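 active = percent inhibition above a per-plate cutoff, the plate mean of test compounds plus 3 SD, cut at about 30% in these data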;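 also: 0% = DMSO wells with GLD-1 and probe and 100% = wells lacking GLD-1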
Target sequence (Q17339 whole entry, looked up): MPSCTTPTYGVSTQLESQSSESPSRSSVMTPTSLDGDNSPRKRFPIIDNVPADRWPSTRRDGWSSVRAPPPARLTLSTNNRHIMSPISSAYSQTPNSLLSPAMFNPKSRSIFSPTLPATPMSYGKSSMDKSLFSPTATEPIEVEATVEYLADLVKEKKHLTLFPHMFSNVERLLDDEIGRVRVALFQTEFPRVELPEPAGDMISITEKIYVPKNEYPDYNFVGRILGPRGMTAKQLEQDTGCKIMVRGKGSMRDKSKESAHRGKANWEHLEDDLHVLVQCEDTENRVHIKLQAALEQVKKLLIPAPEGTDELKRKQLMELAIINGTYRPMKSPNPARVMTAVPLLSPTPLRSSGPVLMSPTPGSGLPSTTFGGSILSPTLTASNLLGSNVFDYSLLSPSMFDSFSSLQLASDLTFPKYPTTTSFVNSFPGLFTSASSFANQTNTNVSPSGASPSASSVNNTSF
MCL1-BIM inh: disrupts human MCL1 binding to BIM-BH3 peptide; GST-MCL1 / FITC-Bim-BH3 fluorescence polarization; inhibition, % at 10.9 µM; actives 0.68% (n = 320,000); AID 2057;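 active = inhibition above the mean inhibition of all tested compounds plus 3 SD, set per campaign, cut at about 40% in these data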;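 also: 0% = DMSO wells and 100% = unlabeled Bim-BH3 peptide control; higher means more loss of mP so more displacement of Bim peptide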
Starred values were filed as active, the others as inactive; · = not tested or not shown. Some of the compounds tested; the hit share may differ from the screen's.

compound	pPAFAH FP inh	PAFAH1B2 inh	AHR activator	Bcl-xL primary	MEX-5 binding	PME-1 inh	Fam108B counter	GLD-1 RNA inh	MCL1-BIM inh
O=C1/C(=C\c2ccc3c(c2)OCO3)CCC/C1=C/c1ccc2c(c1)OCO2	14	1	48*	-2	-2.2	-2	-5	0	-2
O=C(N/C(=C\c1ccccc1Cl)C(=O)N1CCOCC1)c1ccc([N+](=O)[O-])cc1	3	1	0	8	2.0	-3	-3	-5	6
Cn1cc(C(C[N+](=O)[O-])c2ccccc2)c2ccccc21 (stereo unspecified)	1	2	2	-5	0.3	1	0	2	-3
CCN(CC)S(=O)(=O)c1ccc(N2CC(C(=O)N3CCOCC3)CC2=O)cc1 (stereo unspecified)	1	-1	0	1	·	0	·	-1	-2
COc1ccc(NC(=O)C2CC(c3ccc(Cl)cc3)=NO2)cc1OC (stereo unspecified)	-4	-2	2	4	0.8	-1	0	3	5
CCC(O)(CC)C(=O)NN(C(=O)CCl)c1ccccc1	-7	-6	0	-7	0.5	-2	-4	1	-5
Cc1cc(Nc2ccc(F)cc2F)n2ncnc2n1	1	7	0	2	1.7	2	0	5	8
CC(=O)Nc1cccc(C(=O)Nc2ccccc2N2CCOCC2)c1	0	3	-4	5	-0.3	1	4	-3	4
COC(=O)c1cccc(CSc2nc(-c3ccccc3)c(C#N)c(=O)[nH]2)c1	1	2	1	1	-0.5	6	-6	1	4
Cc1oc(-c2ccccc2Cl)nc1CSCC(=O)NC1CC1	-1	4	-2	5	0.7	-6	-1	0	2
COc1ccc(CCN2CC(C(=O)NCCc3cn[nH]c3)CCC2=O)cc1 (stereo unspecified)	-7	1	3	2	1.2	9	-4	-4	-5
CN1CCN(CCCNC(=O)CCC(=O)N2CCOc3ccccc32)CC1	2	3	0	2	0.7	0	0	4	5
CN(C)S(=O)(=O)c1ccc(Cl)c(C(=O)Nc2ccccc2[N+](=O)[O-])c1	-3	3	-1	4	-0.3	4	0	-4	7
OC(CN1CCCCC1)Cn1c2ccccc2c2cc(Br)ccc21 (stereo unspecified)	10	3	9	5	-1.2	-9	3	2	8
COc1ccccc1C(CNC(=O)COc1ccccc1C)N1CCCC1 (stereo unspecified)	1	3	1	-3	6.3	4	-2	4	-2
COC(=O)c1ccc(C(=O)OC)c(NC(=S)N2CCOCC2)c1	-4	0	0	4	-0.5	-3	1	10	7
CCOC(=O)C1=C(C)N=C2c3ccccc3C(=O)C2C1c1ccc(Br)cc1 (stereo unspecified)	3	·	3	5	0.7	11	16	7	5
Cc1cc(NC(=O)CS(=O)(=O)c2cn(C)c3ccccc23)no1	3	5	-3	1	1.8	-3	-3	3	-4
CCCn1c(NC(=O)C2COc3ccccc3O2)nc2ccccc21 (stereo unspecified)	2	0	8	-1	1.1	0	3	12	13
CC1(C)Cc2c(C#N)c(SCCC#N)nc(N3CCOCC3)c2CS1	3	2	0	6	-1.0	8	-3	-2	14
O=C(CSc1nc2scc(-c3ccco3)c2c(=O)n1-c1ccccc1)NCC1CCCO1 (stereo unspecified)	15	1	1	6	2.2	2	5	-7	3
CC(C)Cc1oc(C(=O)O)cc1CN1CCOCC1	0	1	-2	2	0.5	-1	-1	-5	1
Cn1c(CNC(=O)CNS(=O)(=O)c2ccc(Cl)cc2)cc(=O)n(C)c1=O	1	4	1	1	-1.3	-4	4	-4	-1
O=C(NCc1cccc(C(F)(F)F)c1)c1cccc2c1C(=O)c1ccc(N3CCC(Cc4ccccc4)CC3)cc1S2(=O)=O	-4	-5	1	·	·	·	·	128*	·
Cc1cc(C(=O)NNC(=O)c2ccc(Cl)cc2)c2ccccc2n1	5	6	14	2	·	-1	·	-2	2
Cc1cccc(N2C(=O)c3ccccc3C2=O)n1	1	-1	3	5	1.3	2	0	-3	7
Cc1ccc(C(=O)CCC(=O)OC(C)C(=O)NC2CCCCC2C)cc1 (stereo unspecified)	2	-5	1	-5	·	-2	·	1	-8
COc1ccc(CNS(=O)(=O)c2cc3c(cc2Cl)NC(=O)CO3)cc1	0	6	-2	0	0.7	5	-3	9	6
CCOC(=O)C1CCCN(C(=S)Nc2cc(C)cc(C)c2)C1 (stereo unspecified)	3	0	-2	5	0.7	4	0	1	4
CCCCCCSc1cc(-c2nc3ccc(C)cn3c2NCc2ccccc2)ccc1OC	14	2	14	11	0.0	3	2	7	15
O=C(CS(=O)(=O)Cc1ccccc1)N1CCN(Cc2ccc3c(c2)OCO3)CC1	11	6	0	6	0.1	5	0	-4	7
NS(=O)(=O)c1cc(Cl)c(Cl)c(S(N)(=O)=O)c1	0	-1	0	2	·	0	5	4	6
COc1cc2[nH]c(=O)n(CCC(=O)N3CCN(Cc4ccc5c(c4)OCO5)CC3)c(=O)c2cc1OC	2	2	4	4	-0.9	4	-6	4	1
C=CCSc1nc(O)c(CC)c(=O)n1C(C)CC (stereo unspecified)	-1	3	0	9	2.1	-17	0	5	6
COCCCn1c(=NC(C)=O)c(C#N)cc2c(=O)n3cccc(C)c3nc21	-1	·	6	18	-2.6	0	0	1	26
O=C(O)c1cccc(Nc2ccnc(Nc3cccc(C(=O)O)c3)n2)c1	5	2	-3	4	-0.5	-7	-2	-4	0
Cn1cc(CN2C[C@H]3CC[C@H]2C3)c(-c2ccccc2F)n1	1	2	0	4	-2.9	-4	0	4	3
O=c1[nH]c(SCc2ccccc2Cl)nc2c1CCC2	15	8	5	2	-2.8	-1	-1	-2	0
Cc1cc(C)n(-c2nc(NCCCO)c3c4c(sc3n2)CCCC4)n1	0	5	47	-17	6.8	-1	-5	-11	-18
CCCc1cc(=O)[nH]c(Nc2ccc3c(c2)OCCO3)n1	3	9	71*	0	0.1	-6	-1	-4	-5
NNC(=O)c1ccccc1OCCOc1ccccc1	3	2	31	6	0.7	-4	0	1	9
CCOC(=O)C1(Cc2ccc(Cl)cc2)CCN(C(=O)c2sc(C)nc2C)CC1	5	6	-2	-3	1.8	3	0	14	1
Cc1ccc(SCC(=O)N(C)C2CCS(=O)(=O)C2)cc1 (stereo unspecified)	-2	2	-3	1	-1.4	-1	-4	-5	7
NC(N)=S	-4	-2	-2	·	·	·	·	1	·
CSc1oc(-c2ccccc2)nc1S(=O)(=O)c1ccc(F)cc1	8	3	5	-13	-1.4	4	5	-4	-7
CCOC(=O)CNC(=O)Cc1ccc(Cl)cc1	7	9	-1	2	2.8	4	-1	2	3
CCCOC(=O)c1c(NC(=O)/C=C/c2cnn(C)c2C)sc(C(=O)OC)c1C	-1	-1	0	1	0.0	-4	-1	-2	4
CCCc1nnc(NC(=O)CSc2nnc(-c3ccco3)n2C)s1	-2	1	2	0	1.6	4	0	16	2
Cc1[nH]c(=O)[nH]c(=O)c1/C=C/C(=O)OCC(C)C	3	-2	4	8	0.1	-1	-1	3	13
O=C(CN1CCN(C(=O)c2ccco2)CC1)Nc1cccc(S(=O)(=O)N2CCCC2)c1	-3	-3	0	0	·	-3	·	1	-2
O=C(NS(=O)(=O)Oc1ccc(Cl)cc1)OC[C@@H]1CCCN2CCCC[C@H]12	-2	2	1	-3	-3.2	-1	-3	12	-8
COCCCNC(=O)c1ccc(C(=O)NCCCOC)cc1	-4	1	4	-5	0.8	-4	-2	3	-1
COc1ccc(C2(C)CC(C)(C)Nc3ccccc32)cc1 (stereo unspecified)	0	4	0	4	0.8	-2	-2	4	-3
CC1CCN(S(=O)(=O)c2ccc(C(=O)N3CCCC(C(F)(F)F)C3)cc2)CC1 (stereo unspecified)	5	13	-2	-4	-3.2	-2	0	7	-10
CCNC(=S)N(CCc1c(C)[nH]c2ccccc12)Cc1cccnc1	9	1	7	3	0.8	4	3	-1	1
CCOc1ccc(-n2c(SCC(=O)NC(C)CC)nc3n[nH]c(C)c3c2=N)cc1 (stereo unspecified)	4	0	23	12	-2.3	10	-3	-4	1
Cc1cccc(C)c1NC(=O)CNC(=O)c1ccc(N2CCCC2=O)cc1	-2	0	0	2	·	-4	·	2	-3
CC(=O)c1c(C)n([O-])c2cc(C)ccc2[n+]1=O	1	-1	-1	7	-3.5	0	-1	2	3
CSc1ncc(Cl)c(C(=O)Nc2cccc3ccccc23)n1	10	3	5	6	0.3	0	-4	4	4
COc1ccc(CN2C(=O)N(c3ccc(OC)cc3)C(=O)C2CC(=O)Nc2ccccc2)cc1 (stereo unspecified)	5	2	-1	4	0.4	2	-2	4	2

Next part.
compound	pPAFAH FP inh	PAFAH1B2 inh	AHR activator	Bcl-xL primary	MEX-5 binding	PME-1 inh	Fam108B counter	GLD-1 RNA inh	MCL1-BIM inh
CC(C)c1nc2oc3c(NCCO)ncnc3c2c2c1COC(C)(C)C2	5	4	4	6	2.4	-2	-1	6	0
CSc1ccc(CN(C)C(=O)COc2ccc(C(=O)c3ccccc3)cc2)cc1	8	1	1	12	-4.0	-1	-3	1	11
O=C(/C=C/Sc1ccccc1)c1ccc(Cl)cc1	4	2	-1	2	2.1	-4	-1	1	-1
CCCn1c(=O)c2ccccc2n2c(SCc3cc(=O)oc4ccc5ccccc5c34)nnc12	-2	3	6	35*	0.2	-9	1	31*	40*
COc1ccc(-n2c(C)cc(/C=C3/SC(=S)N(C)C3=O)c2C)cc1	4	1	4	0	-5.4	-6	-4	-8	-7
COc1ccc(-c2ccc(-c3nc4c(c(=O)[nH]c(=O)n4Cc4ccccc4)n3C)o2)c([N+](=O)[O-])c1	10	1	2	7	0.9	3	1	-1	11
CCc1nnc(NC(=O)c2ccc3ncsc3c2)s1	6	3	18	1	-3.2	4	-4	-3	-1
CSC1=C(C#N)C(c2ccc(C)s2)CC(=O)N1 (stereo unspecified)	1	-1	1	-1	0.5	0	4	-2	0
O=C(c1ccco1)N1CCN(C2=NS(=O)(=O)c3ccccc32)CC1	-8	6	4	0	0.9	-5	-1	-2	-2
COc1cc(OC)cc(C(=O)N[C@H](C(=O)NC2CCCc3ccccc32)C(C)C)c1 (stereo partly specified)	3	2	5	·	·	·	·	4	·
Cc1[nH]c(=O)c(C(=O)c2cc(Cl)ccc2O)cc1C(=O)O	-4	·	1	2	-2.9	-10	2	-2	-1
CC(=O)c1ccc(OCCOc2ccc(Cl)c3cccnc23)cc1	0	5	2	4	-0.6	-5	2	-2	5
CCOC(=O)c1ccc(COC(=O)CNC(=O)CNC(=O)Cc2ccccc2)cc1	11	4	-1	2	0.8	-1	-2	3	-2
Cc1ccc(-n2ncc3c(=O)n(-c4ccc(C)c(C)c4)c(-c4ccco4)nc32)cc1	-1	-1	26	-3	5.9	-5	-5	-1	-1
CN(C)S(=O)(=O)c1cccc(NC(=O)CN2C(=O)NC3(CCc4ccccc4C3)C2=O)c1 (stereo unspecified)	0	6	6	-1	0.4	-1	-3	1	-9
Cc1ccc(C)c(OCc2cc(C(=O)N(C)Cc3ccccn3)no2)c1	4	2	0	6	1.8	0	1	6	3
Oc1[nH]c2ccccc2c1N=Nc1ncnc2c1oc1ccccc12	8	·	7	8	-5.9	30*	4	-1	-4
